# TRHR PAM: qHTS for Small Molecule Agonists and Allosteric Enhancers of Human TRH Receptor: Primary Screen for Enhancers; Thyrotropin-releasing hormone receptor (Homo sapiens), P34981; TRHR cells, fluo-8 calcium fluorescence, EC20 TRH enhancement; enhancement, % at 2 µM; actives 0.66% (n = 360,000); AID 493056, 2011; in the data active means enhancement above about 30%; further: 0% is about no effect
# Target sequence (P34981 whole entry, looked up): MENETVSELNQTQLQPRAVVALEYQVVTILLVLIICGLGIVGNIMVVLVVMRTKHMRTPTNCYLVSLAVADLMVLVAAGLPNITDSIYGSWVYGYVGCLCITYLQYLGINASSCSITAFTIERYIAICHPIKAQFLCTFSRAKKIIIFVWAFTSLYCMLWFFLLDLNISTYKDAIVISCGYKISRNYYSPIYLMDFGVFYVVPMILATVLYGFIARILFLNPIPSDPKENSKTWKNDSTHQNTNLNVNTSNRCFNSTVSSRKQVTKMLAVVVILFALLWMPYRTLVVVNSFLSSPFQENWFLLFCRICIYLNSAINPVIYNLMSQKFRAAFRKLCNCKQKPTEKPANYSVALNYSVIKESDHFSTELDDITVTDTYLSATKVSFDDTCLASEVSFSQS
#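 TRHR-expressing cells loaded with fluo-8 calcium dye were read kinetically (ex 480/em 530) during compound addition, then stimulated with an EC20 of TRH (10 nM final). Enhancement of the Gq-mediated intracellular calcium response was scored.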
# RXFP1 ag: qHTS Assay for Agonists of the Relaxin Receptor RXFP1. Relaxin receptor 1 (Homo sapiens), Q9HBX9. HEK293T-RXFP1 cAMP TR-FRET, 30 min; response scale: percent of porcine relaxin response, buffer zero. Potency, µM (doses to about 57.5 µM), for inactives: at the top dose activation, most hits filed as activators. actives 0.3% (n = 370,000). AID 2676, 2010; further: potency means the concentration at half of the fitted maximal effect; on the % scale 0 is the no-effect control and ±100 the full control effect; nearly all actives have a fitted effect of over 60% in size; many of its hits are not listed in these tables
#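 HEK293 cells stably expressing RXFP1, treated 30 min at 37C with compounds plus PDE4 inhibitor Ro 20174; cAMP measured by HTRF TR-FRET. Normalized to buffer and 29 nM porcine relaxin; EC50 by Hill fit.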
# TRHR ag: qHTS for Small Molecule Agonists and Allosteric Enhancers of Human TRH Receptor: Primary Screen for Agonists; Thyrotropin-releasing hormone receptor (Homo sapiens), P34981; TRHR cells, calcium flux fluo-8, FDSS agonist mode; activation, % at 2 µM; actives 0.18% (n = 360,000); in the data active means activation above about 30%; further: 0% is about no effect
#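 Fluo-8-loaded TRHR cells; 10 s baseline, compound added, kinetic Ca2+ fluorescence read 1/s, agonist mode.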
# D1 antag: Antagonist of Human D 1 Dopamine Receptor: qHTS. activity change, negative = inhibition, % at 10 µM. D(1A) dopamine receptor (Homo sapiens), P21728. HEK293 TREx D1 cells, calcium flux, dopamine EC80; active compounds read low. actives 3.2% (n = 360,000); in the data active means activity change below about -30%; further: on the % scale 0 is the no-effect control and ±100 the full control effect
# Target sequence (P21728 whole entry, looked up): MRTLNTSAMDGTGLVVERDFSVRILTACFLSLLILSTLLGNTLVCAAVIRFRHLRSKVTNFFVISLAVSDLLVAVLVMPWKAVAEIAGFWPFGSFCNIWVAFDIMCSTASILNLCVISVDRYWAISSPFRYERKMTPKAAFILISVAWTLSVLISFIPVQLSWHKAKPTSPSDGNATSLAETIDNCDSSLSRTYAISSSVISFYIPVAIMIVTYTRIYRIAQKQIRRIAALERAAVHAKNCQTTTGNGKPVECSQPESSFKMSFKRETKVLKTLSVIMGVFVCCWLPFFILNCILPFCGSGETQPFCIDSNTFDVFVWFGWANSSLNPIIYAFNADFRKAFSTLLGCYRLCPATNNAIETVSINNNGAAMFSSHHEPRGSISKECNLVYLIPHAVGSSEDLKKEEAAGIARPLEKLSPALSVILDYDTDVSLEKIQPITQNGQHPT
#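 Tetracycline-induced HEK293 Trex D1 cells, force-coupled to calcium, dye-loaded; compounds added and read 180 s, then EC80 dopamine added and calcium flux tracked kinetically another 180 s.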
# D2 potentiator: HTS Assay for Positive Allosteric Modulators of the Human D2 Dopamine Receptor: Primary Screen for Potentiators | HEK293 T-REx D2, calcium flux, EC20 dopamine potentiation | actives 0.34% (n = 340,000) | potentiation, % at 10 µM | D(2) dopamine receptor (Homo sapiens), P14416;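 active means potentiation over 3 SD above the plate norm, cut at about 30% in these data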; further: 0% is about no effect
#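 Calcium flux readout, no-wash dye, 1 read/s. Inducible HEK293 Trex D2 line, overnight 30 C. Compound alone 180 s (agonist flags), then EC20 dopamine, another 180 s to score potentiation.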
# D1 potentiator: Potentiators of Human D1 Dopamine Receptor: qHTS. D(1A) dopamine receptor (Homo sapiens), P21728. HEK293 TREx D1 cells, calcium flux, dopamine EC20 potentiation. potentiation, % at 10 µM. actives 0.036% (n = 360,000). AID 504651, 2011; in the data active means potentiation above about 30%; further: 0% is about no effect
# RXFP1 antag: qHTS Assay for Antagonists of the Relaxin Receptor RXFP1; HEK293-RXFP1, relaxin-stimulated cAMP HTRF, 30 min; active compounds read low; actives 0.59% (n = 350,000); Relaxin receptor 1 (Homo sapiens), Q9HBX9; activity change, negative = inhibition, % at 57.5 µM;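 active means activity change of -60% or lower, but not beyond a set lower limit; inconclusive means change between -60% and -40%, or beyond the set limit; inactive means change above -40%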; further: on the % scale 0 is the no-effect control and ±100 the full control effect
# D1 ag: Allosteric Agonists of the Human D1 Dopamine Receptor: qHTS | activation, % at 2 µM | HEK293 T-REx D1 cells, calcium flux, agonist mode | D(1A) dopamine receptor (Homo sapiens), P21728 | actives 1% (n = 360,000); in the data active means activation above about 30%; further: 0% is about no effect
#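 Agonism was scored from calcium flux recorded over 180 s (1 read/s) after pintool compound addition, following a 10-cycle baseline. Cells were inducible force-coupled HEK293 TREx D1, plated overnight at 30 C and loaded with no-wash calcium dye.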
# Apoferritin bind: qHTS Assay for Identification of Novel General Anesthetics; Ferritin light chain (Equus caballus), P02791; apoferritin/1-aminoanthracene competitive binding, fluorescence; Potency, µM (titrated, usually from 77.5 µM), inactives show at the highest dose activity change, negative = displacement, most hits filed as inhibitors; actives 0.074% (n = 350,000); AID 485281, 2010; further: potency means the concentration at half of the fitted maximal effect; on the % scale 0 is the no-effect control and ±100 the full control effect; nearly all actives have a fitted effect of over 20% in size
# Target sequence (P02791 2-175 limits assumed): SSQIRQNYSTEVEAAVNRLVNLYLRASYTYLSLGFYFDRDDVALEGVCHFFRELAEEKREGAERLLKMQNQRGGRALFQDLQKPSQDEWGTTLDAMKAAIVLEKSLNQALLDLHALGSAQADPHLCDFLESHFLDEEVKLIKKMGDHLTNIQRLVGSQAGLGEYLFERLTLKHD
#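 Apoferritin-based anesthetic binding model; compound displacement of fluorescent 1-AMA measured as endpoint fluorescence after 10 minutes at room temperature, scaled to free-ligand and complex controls.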
# Numbers without * were called inactive; ? = inconclusive; nt = no result given; [ ] = remark or other dose. Unless noted, the call rests on the fitted dose curve; in most records, active means well fitted curve in the direction sought with a large enough effect; inconclusive means small, poorly fitted or top-dose-only effect, or another doubt; inactive means no such curve, though single readings can be large; an effect the other way counts as inactive or inconclusive. This is a subset; count on the stated rates, not on these rows.
SMILES,TRHR PAM,RXFP1 ag,TRHR ag,D1 antag,D2 potentiator,D1 potentiator,RXFP1 antag,D1 ag,Apoferritin bind
O=C(Nc1cc([N+](=O)[O-])ccc1N1CCCC1)c1cccs1,-3,-1.1%,-0.7,11,-18,-4,-7,2,?
C=CCNc1nc(N2CCOCC2)nc(N2CCOCC2)n1,0,0.3%,0.4,-20,-14,-2,5,2,-2%
CCOc1ccc(C(=O)NC(=S)N2CCN(c3ccc(C(F)(F)F)cc3[N+](=O)[O-])CC2)cc1,-3,0.5%,-0.3,-3,-3,-4,-9,5,-9%
CCn1ncc(Cl)c1C(=O)NC(=S)Nc1c(C)cc(C)cc1[N+](=O)[O-],-3,0.3%,0.1,-6,13,-6,-5,-1,-26%
COc1ccc(N2CCN(CCC3Oc4cc([N+](=O)[O-])ccc4NC3=O)CC2)cc1 (configuration not stated),-5,-1.0%,-0.3,-11,4,-3,-25,2,-24%
O=C(O)C(Cc1c[nH]c2ccccc12)NS(=O)(=O)c1ccc(Cl)cc1 (configuration not stated),3,0.9%,0.0,-23,2,9,4,-2,-2%
Cc1noc(C(=O)N2CCN(c3ccc(F)cc3)CC2)c1Cl,5,0.3%,-0.3,-69*,-11,-3,nt,2,-16%
Nc1ccc(S(=O)(=O)Nc2nccc(/C=C/c3ccc(Cl)cc3Cl)n2)cc1,7,-3.3%,-0.8,-1,7,1,?,3,-2%
Cc1ccc(NC(=O)c2ccc(=O)n(Cc3ccccc3C)c2)c(C)c1,-4,-2.4%,0.0,17,-6,-4,nt,-1,-17%
O=C(Nc1ccc(Br)cc1)C1CCN(S(=O)(=O)c2cccc3nsnc23)CC1,-5,10%,-0.3,-33*,-5,-1,nt,8,-11%
CC(=O)c1ccc(N2CCN(c3ccc(NC(=O)c4ccc(F)cc4)cc3C(=O)O)CC2)cc1,7,-0.2%,0.0,9,0,4,2,0,3%
CCOC(=O)CNC(=S)N(Cc1ccccc1)Cc1cccs1,-9,-0.9%,0.6,2,nt,-4,9,3,-16%
O=C1CC(=Nc2ccccc2)NN1c1ccccc1,8,-0.3%,0.2,-2,nt,3,-7,3,-11%
c1cnc2c(OCc3cn4cccnc4n3)cccc2c1,12,2.0%,-0.7,nt,19,-3,-7,-2,?
O=C(COc1ncnc2ccccc12)N1CCOCC1,-9,-0.7%,0.2,13,-8,-4,6,2,-8%
COc1ccc(S(=O)(=O)N2CCC(NC(=O)C3CCCCC3)CC2)cc1,-2,1.5%,0.3,7,-9,-2,-2,1,-3%
Cn1cccc1Cc1nnc(SCC(=O)Nc2ccccc2F)n1CCc1ccccc1,-5,0.3%,0.2,-7,-6,3,-1,0,-3%
COc1ccccc1CCC(=O)OCC(=O)Nc1ccc(C)c(S(=O)(=O)N2CCCCC2)c1,-19,1.0%,0.9,-33*,11,-7,10,4,nt
CCOC(=O)COc1ccc(S(=O)(=O)N2CCN(c3ccc(F)cc3)CC2)cc1,-6,0.8%,0.2,-4,4,-1,-10,4,65%[activator]
Cc1ccc(C(NC(=O)c2ccccc2)C(Cl)Cl)cc1 (configuration not stated),2,-1.5%,-2.3,-14,-2,-2,-24,6,-14%
Cc1cc(C(=O)NNC(=S)NC(=O)/C=C/c2ccccc2Cl)n[nH]1,-14,-0.7%,-1.4,-9,30,-1,-9,1,-15%
CCOC(=O)c1ccc(NC(=O)CSc2nnc(COc3ccccc3OC)n2C)cc1,9,-0.7%,-0.8,7,nt,-2,-18,-1,0%
O=C(Nc1ccc(Br)cc1F)N1CC=C(c2c[nH]c3ccccc23)CC1,5,-1.1%,1.4,-17,-11,-3,-18,3,-17%
CC(C)(C)c1ccc(OCCn2ccccc2=O)cc1,7,2.4%,0.7,-5,-12,-1,-7,1,?
O=C(Nc1cc(C(F)(F)F)cc(C(F)(F)F)c1)Nc1cnn(-c2ccc([N+](=O)[O-])cc2)c1C(F)(F)F,-2,3.6%,0.6,-12,-6,-4,0,8,1%
COc1ccc(N2CCN(C(=O)C3CCN(S(=O)(=O)c4cn(C)cn4)CC3)CC2)cc1,-2,1.1%,0.9,3,5,1,5,-1,-3%
COc1ccc(S(=O)(=O)Nc2ccccc2C(=O)Nc2nc(-c3ccc(F)cc3)cs2)cc1OC,-5,4.0%,1.5,-22,-1,-5,-28,13,-14%
CSCCC(NC(=O)c1ccc(Cl)cc1)C(=O)OCC(=O)Nc1ccc(C#N)cc1 (configuration not stated),-5,-6.0%,-0.2,-40*,nt,-7,38,4,-5%
CC(=O)NS(=O)(=O)c1ccc(NS(=O)(=O)c2ccc3ccccc3c2)cc1,2,0.0%,0.4,-6,5,-3,-7,1,7%
COc1ccc2cc(-c3[nH]ncc3CN3CCCCO3)ccc2c1,15,3.3%,2.1,8,13,-7,-18,2,-18%
O=C(CN1CCN(c2ccccn2)CC1)N1CC(O)CO1 (configuration not stated),-2,-3.6%,1.1,-12,-13,2,8,2,-1%
COc1ccc(NC(=O)CCC(=O)Nc2nnc(C(F)(F)F)s2)c(OC)c1,4,2.0%,1.2,-5,nt,-3,-9,3,-17%
NC(=O)CC(NC(=O)Cc1cccc2ccccc12)c1ccc(N2CCC(N3CCCC3)CC2)c([N+](=O)[O-])c1 (configuration not stated),4,-1.0%,0.7,-17,-4,-5,nt,2,-8%
CCCCOC(=O)c1ccc(Nc2ncnc3[nH]ncc23)cc1,6,-0.4%,0.8,-20,12,-2,nt,-2,5%
Cc1ccc(C)c(NS(=O)(=O)c2ccc(OCC(=O)NCc3ccco3)cc2)c1,-5,-0.8%,0.5,-8,nt,-7,0,3,1%
COC(=O)CCn1c(C)cc(C(=O)COc2ccccc2C(N)=O)c1C,23,-1.1%,0.5,-56*,0,-8,-28,19,-5%
Cc1c(C(=O)OCC(=O)N2CCCC2)cccc1[N+](=O)[O-],-4,1.3%,-0.6,-5,6,5,-16,0,-6%
CC1CCCN(S(=O)(=O)c2ccc(NC(=O)CN3CCCCC3)cc2)C1 (configuration not stated),7,4.6%,0.9,10,-2,3,0,6,-7%
CCc1ccc2[nH]c(=O)c(C3C(C#N)=C(N)Oc4c3ccc3cccnc43)cc2c1 (configuration not stated),1,3.8%,-0.3,9,4,-5,5,2,?
COC(=O)c1cn(NC(=O)c2cnccn2)c(=O)c2ccccc12,-1,1.8%,0.4,2,1,11,-18,3,-9%
COc1ccc(C2Nc3ccccc3C(=O)N2c2ccccc2)cc1CN1CCOCC1 (configuration not stated),-1,4.0%,-0.3,-3,-1,1,-22,0,11%
COc1ccc(C(O)(CCC(C)C)C(CN2CCOCC2)c2ccccc2)cc1 (configuration not stated),3,4.6%,1.2,9,10,7,?,5,-7%
COc1ccc(NC(=O)CN(c2ccc([N+](=O)[O-])cc2)S(=O)(=O)c2ccccc2)cc1,1,-5.6%,-1.0,3,13,-11,nt,33*,-4%
COc1ccc(C(=O)C(C)N(C(=O)c2ccc(Cl)cc2Cl)N2C(=O)C3C4C=CC(C4)C3C2=O)cc1 (configuration not stated),0,2.8%,0.5,0,9,-10,-14,4,-19%
CN1C(=O)Cc2cc(S(=O)(=O)CCC(=O)Nc3ccc(F)c(Cl)c3)ccc21,-2,-0.2%,0.5,13,10,1,nt,1,4%

# Ordered by molecular weight (high to low): some entries from above.
SMILES,TRHR PAM,RXFP1 ag,TRHR ag,D1 antag,D2 potentiator,D1 potentiator,RXFP1 antag,D1 ag,Apoferritin bind
NC(=O)CC(NC(=O)Cc1cccc2ccccc12)c1ccc(N2CCC(N3CCCC3)CC2)c([N+](=O)[O-])c1 (configuration not stated),4,-1.0%,0.7,-17,-4,-5,nt,2,-8%
Cc1ccc(C)c(NS(=O)(=O)c2ccc(OCC(=O)NCc3ccco3)cc2)c1,-5,-0.8%,0.5,-8,nt,-7,0,3,1%
CCc1ccc2[nH]c(=O)c(C3C(C#N)=C(N)Oc4c3ccc3cccnc43)cc2c1 (configuration not stated),1,3.8%,-0.3,9,4,-5,5,2,?
CC1CCCN(S(=O)(=O)c2ccc(NC(=O)CN3CCCCC3)cc2)C1 (configuration not stated),7,4.6%,0.9,10,-2,3,0,6,-7%

# (continued)
SMILES,TRHR PAM,RXFP1 ag,TRHR ag,D1 antag,D2 potentiator,D1 potentiator,RXFP1 antag,D1 ag,Apoferritin bind
Fc1ccc(-n2ncc3c(N4CCCCCC4)ncnc32)cc1,6,0.2%,0.0,-6,19,0,5,-4,-2%
Cc1[nH]c2ccccc2c1/C=N/NS(=O)(=O)c1ccccc1,6,-0.1%,-0.1,-5,-9,-7,-4,3,?
OC1CCCN(CC(O)COc2ccc(-c3ccccc3)cc2)C1 (configuration not stated),-2,-1.0%,1.0,5,nt,-7,-17,30*,-2%
COc1cc(-c2csc(C)n2)ccc1O,-7,7.9%,-0.6,-21,-8,-1,-17,3,-8%
CCN(CC)S(=O)(=O)c1ccc(N2CCOCC2)c(NC(=O)CC(C)(C)C)c1,-5,3.2%,-0.2,4,-6,0,15,3,-18%
O=C(/C=C/c1cc[n+](CC(=O)c2ccc3cccc4c3c2CC4)cc1)c1ccc2cccc3c2c1CC3,0,0.0%,0.7,-17,-3,-2,12,4,3%
O=C1CC(c2ccco2)Cc2nc(N3CCN(Cc4ccc5c(c4)OCO5)CC3)ncc21 (configuration not stated),0,0.6%,0.3,2,-17,5,-20,2,-23%
CCn1ncc(Br)c1C(=O)Nc1cc(C)cc(C)c1,-4,-1.5%,0.3,4,2,-8,-16,1,-6%
Cc1ccc(S(=O)(=O)N2CCN(c3nc(C(C)C)c4c(c3C#N)CC(C)(C)OC4)CC2)cc1,-4,-0.1%,0.9,3,1,0,2,1,-7%
O=C(NCCN1CCOCC1)c1cc(-c2ccc(Br)cc2)on1,3,-0.3%,-0.6,-13,7,-2,-16,3,-10%
Cc1ccc(C(=O)NCc2ccc3c(c2)OCO3)cc1S(=O)(=O)N1CCCCC1,-9,0.6%,0.3,-25,-25,-5,-21,6,-5%
Cc1cccc(Nc2ncnc3c2cnn3Cc2ccccc2)c1,2,-0.4%,-0.6,-13,-3,2,-2,5,?

# Screening data deposited in PubChem by National Center for Advancing Translational Sciences (NCATS).
